SENP8 block-1: SENP8 (human) protease inhibition | AID 602440 | inhibition, % at 20 µM | recombinant SENP8, Nedd8 substrate fluorescence | 360,000 tested, 0.64% active | Q96LD8; in the data active = inhibition mostly above about 40%, no sharp cut-off; inactive = mostly below about 27%
SENP1 FRET inh: inhibitors of human SENP1 SUMO protease catalytic domain. recombinant SENP1 catalytic domain, CyPet-SUMO1-YPet FRET cleavage. inhibition, % at 10 µM. Q9P0U3. 360,000 tested, 0.21% active;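 active = inhibition at least 30% at 10 µM, raw YFP signal under a set limit, fluorescence ratio 0.5 to 1.5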;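 also: 0% = enzyme with DMSO and 100% = no enzyme wells; some results filed as inactive read as strong as hits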
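material = recombinant human SENP1 catalytic domain, His6-tagged | quantity = 20 pM enzyme | reagent = 25 nM SUMO1 FRET substrate | compound dosing = 10 µM single point, 0.5% DMSO | timing = 50 min enzyme reaction, room temperature, light-protected | detection = FRET, CFP and YFP emission | control set = no-enzyme low, enzyme-DMSO high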
HKDC1 inh: inhibitors of human hexokinase HKDC1. recombinant HKDC1, G6PDH/diaphorase resazurin coupled fluorescence. inhibition, % at 20 µM. 340,000 tested, 0.16% active. AID 493160;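 active = inhibition above about 35% when tested at 20 µM, limit read from the data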;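 also: plate controls were DMSO wells with enzyme for no effect and DMSO wells lacking enzyme for full effect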
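Material – in-house recombinant HK5 (HKDC1) enzyme · Quantity – HKDC1 at 5 µg/mL · Buffer or medium – pH 8.0 Tris buffer with 10 mM MgCl2 · Reagent – glucose with 1 mM ATP · Dosing – single 20 µM dose · Times – reaction time 90 min, room temperature, protected from light · Technique – resorufin fluorescence at 613 nm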
Apaf1 inhib: blocks human Apaf-1 apoptosome activity | O14727 | reconstituted apoptosome caspase-3 activity, DEVD-Rh110 fluorescence | inhibition, % at 20 µM | 330,000 tested, 0.71% active | AID 489030; active = inhibition of at least 40% at 20 µM;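 also: plate controls were DMSO wells for no effect and DEVD-CHO caspase inhibitor wells for full effect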
Target sequence (O14727 whole entry, looked up): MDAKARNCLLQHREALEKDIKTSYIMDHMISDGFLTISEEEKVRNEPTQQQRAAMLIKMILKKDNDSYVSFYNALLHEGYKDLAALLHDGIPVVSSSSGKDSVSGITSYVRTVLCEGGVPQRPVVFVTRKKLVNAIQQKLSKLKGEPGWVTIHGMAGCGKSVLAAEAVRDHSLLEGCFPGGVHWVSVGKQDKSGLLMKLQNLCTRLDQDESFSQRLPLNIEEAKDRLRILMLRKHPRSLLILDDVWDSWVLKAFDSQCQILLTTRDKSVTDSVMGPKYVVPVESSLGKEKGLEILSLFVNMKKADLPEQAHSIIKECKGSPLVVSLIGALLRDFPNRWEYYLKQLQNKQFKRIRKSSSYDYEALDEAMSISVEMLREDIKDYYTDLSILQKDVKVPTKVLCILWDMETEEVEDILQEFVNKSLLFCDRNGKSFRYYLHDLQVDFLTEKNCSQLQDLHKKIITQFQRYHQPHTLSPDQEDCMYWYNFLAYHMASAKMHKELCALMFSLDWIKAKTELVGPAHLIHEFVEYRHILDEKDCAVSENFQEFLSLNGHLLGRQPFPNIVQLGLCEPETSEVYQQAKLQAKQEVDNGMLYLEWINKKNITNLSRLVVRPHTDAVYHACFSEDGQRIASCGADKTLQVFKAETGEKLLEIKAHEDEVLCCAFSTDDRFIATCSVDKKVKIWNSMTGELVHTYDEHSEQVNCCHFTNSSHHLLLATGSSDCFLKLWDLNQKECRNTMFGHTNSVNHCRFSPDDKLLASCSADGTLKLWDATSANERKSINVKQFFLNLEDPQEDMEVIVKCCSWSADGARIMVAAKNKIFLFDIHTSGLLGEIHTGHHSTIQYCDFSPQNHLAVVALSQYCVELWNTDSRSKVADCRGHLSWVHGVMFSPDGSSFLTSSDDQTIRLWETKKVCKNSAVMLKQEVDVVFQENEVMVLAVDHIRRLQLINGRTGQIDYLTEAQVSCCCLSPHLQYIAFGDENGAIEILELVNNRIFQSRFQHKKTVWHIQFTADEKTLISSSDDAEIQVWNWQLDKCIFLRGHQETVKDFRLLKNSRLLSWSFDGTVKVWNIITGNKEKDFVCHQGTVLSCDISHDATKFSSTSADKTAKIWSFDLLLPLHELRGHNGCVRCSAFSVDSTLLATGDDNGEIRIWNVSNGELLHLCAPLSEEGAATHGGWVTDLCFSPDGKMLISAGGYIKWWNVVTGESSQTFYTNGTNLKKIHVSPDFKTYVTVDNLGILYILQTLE
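System – cell-free apoptosome with Apaf-1, procaspase-3 and caspase-9 · Buffer or medium – pH 7.5 Hepes buffer with CHAPS, BSA, DTT · Also added – cytochrome c with DEVD-Rh110 · Times – 30 min compound preincubation, 50 min activation, room temperature · Technique – Rh110 fluorescence intensity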
SENP7 block: SENP7 protease inhibition; 330,000 tested, 1.5% active; Q9BQF6; inhibition, % at 5 µM; recombinant SENP7, Z-RLRGG-aminoluciferin luminescence, 40 min; AID 434973;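 active = inhibition above about 50% at the single test dose, limit read from the data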;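 also: plate controls were DMSO with enzyme for no effect and no enzyme buffer wells for full effect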
SENP6 inh: inhibitors of human SENP6 protease; inhibition, % at 10 µM; Recombinant SENP6 catalytic domain, aminoluciferin luminescence; Q9GZR1; 330,000 tested, 1.8% active; AID 2599;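 active = inhibition above about 50% at the single tested dose, limit read from the data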;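 also: plate controls were DMSO wells with enzyme for no effect and DMSO wells lacking enzyme for full effect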
PfG6PD inh: PfG6PD (Plasmodium falciparum) enzyme inhibition | inhibition, % at 20 µM | AID 504690 | PfGluPho enzyme, NADPH resazurin-diaphorase fluorescence | 350,000 tested, 0.78% active;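 active = inhibition reaching at least a set limit at 20 µM in the primary screen, cut at about 59% in these data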;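 also: 0% = DMSO wells with substrate and 100% = DMSO wells lacking glucose-6-phosphate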
SENP8 block-2: inhibitors of human SENP8 protease. Q96LD8. purified SENP8, Z-RLRGG-aminoluciferin cleavage, luminescence. inhibition, % at 10 µM. 330,000 tested, 1.2% active. AID 2540; in the data active = inhibition above about 50%
Active calls of the source: *; i = inactive; x = not tested or not shown.

structure	SENP8 block-1	SENP1 FRET inh	HKDC1 inh	Apaf1 inhib	SENP7 block	SENP6 inh	PfG6PD inh	SENP8 block-2
Fc1ccccc1-c1nc(NCCCN2CCOCC2)c2ccccc2n1	21	0	-7	-7	6	1	-19	4
CCN(CC)CCC(c1ccc(N(C)C)cc1)c1c(OC)cc(OC)c2c(-c3ccccc3)cc(=O)oc12 (stereo unspecified)	12	2	-2	23	-7	-9	2	-9
CCc1c(C(=O)Nc2cc(C)ccc2OC)[nH]c(C)c1C(C)=O	13	-3	7	-1	-2	-2	-13	-3
Cc1nc(=O)c(-c2ccccc2)c(C)n1CCO	19	1	-1	7	-1	-22	-18	-8
COc1ccc(CNc2c(C(=O)O)cnc3c2cnn3C)cc1	7	1	1	2	-6	4	-6	-7
O=C(C(=O)N1CCc2ccccc2C1)N1CCc2ccccc2C1	x	x	x	-12	-3	2	x	5
N#CCCCCN1c2cccc3cccc(c23)S1(=O)=O	i	1	7	3	2	-8	16	-3
C=CCNC(=S)Nc1nc2c(cc1C(=O)OCC)CCCC2	-11	-2	-4	-12	8	15	-1	-1
COc1ccc(OC)c(S(=O)(=O)Nc2cccc(O)c2)c1	3	0	-2	-15	3	7	5	10
S=C(NCc1ccco1)N1CCN(Cc2ccco2)CC1	2	2	-10	3	7	-7	10	1
COc1ccc(-n2c(C)cc(C=O)c2C)cc1Cl	16	-3	2	1	4	-1	-3	-3
O=C(Nc1cccc2ccccc12)N1CCN(Cc2ccc3c(c2)OCO3)CC1	-265	0	-16	0	33	6	-5	12
COc1ccc(NS(=O)(=O)c2cc(NC(=O)CC(C)(C)C)ccc2N2CCCC2)cc1	-99	-1	4	8	6	1	4	-3
O=C(CCCc1ccccc1)NCCc1ccc(F)cc1	13	2	-4	8	7	16	18	0
CN(CC(=O)Nc1ccc(N2CCOCC2)cc1)C(=O)C1CCCC1	10	2	-7	-3	0	7	11	-6
CCN(CC(=O)NC1CC1)S(=O)(=O)c1ccc(C)cc1	5	-1	-3	-12	-3	-2	-26	11
O=C(NCCc1ccc(Cl)cc1)C1CCN(S(=O)(=O)N2CCCCC2)CC1	30	2	7	-17	2	1	2	9
NC(=O)CS(=O)(=O)c1ccc(Cl)cc1	22	3	2	-6	-6	2	-1	-4
Cc1ccc(C)c(S(=O)(=O)NCc2cccnc2)c1	7	1	-11	2	-10	-14	-9	-8
CN1C(=O)c2oc3ccccc3c(=O)c2C1c1ccncc1 (stereo unspecified)	3	5	-4	-1	3	-8	26	-3

structure	SENP8 block-1	SENP1 FRET inh	HKDC1 inh	Apaf1 inhib	SENP7 block	SENP6 inh	PfG6PD inh	SENP8 block-2
O=C(c1ccc(OC2CCN(CCc3ccccc3)CC2)cc1)N1CCCC1	10	-3	2	2	-2	12	-25	-1
O=[N+]([O-])c1cccc(/C([O-])=C(/C(=S)Nc2ccccc2F)[n+]2ccccc2)c1	10	-5	5	-4	6	5	23	-2
Cc1ccccc1C(=O)Nc1scc(-c2ccc(Br)cc2)c1C(=O)O	-47	1	20	4	1	86*	57	75*
O=C(O)C1CC(=O)N(CCc2c[nH]c3ccccc23)C1 (stereo unspecified)	14	-2	-4	-2	1	1	0	-1
COc1ccc(/C=N/Nc2ccc(C(F)(F)F)cc2[N+](=O)[O-])cc1	19	2	-8	-6	-3	-13	-13	-4
COc1cc(/C=N/Nc2cc(C)nc(NS(=O)(=O)c3ccccc3)n2)ccc1O	-445	-4	-4	5	4	-2	-7	-7
Cc1ccc(S(=O)(=O)NC2CC(=O)N(c3ccc4c(c3)OCCO4)C2)cc1 (stereo unspecified)	8	0	-2	-5	4	-13	3	-4
CN(C)S(=O)(=O)c1cccc(NC(=S)NC(=O)C2CCCCC2)c1	5	0	-11	13	7	17	4	0
COc1ccccc1C(O)P(=O)(OCC(C)C)c1ccc(N(C)C)cc1 (stereo unspecified)	10	2	-5	2	-2	0	-1	2
Cn1c(=O)[nH]c(NC2CCCCC2)c(N=O)c1=O	18	2	-10	-2	3	-1	0	-4
CCOc1ccc(S(=O)(=O)NCCC(=O)NCC(c2ccc(OC)cc2)N2CCCC2)cc1 (stereo unspecified)	-58	-9	-1	9	-1	-2	-1	-6
O=C(Oc1ccccc1C(=O)Nc1ccccc1)c1ccccc1Br	-31	1	0	x	x	x	-7	x
O=C(Nc1ccc(Cl)cc1)c1ccc2c(=O)n3c(nc2c1)CCCCC3	14	-1	1	20	4	-11	5	-11
CC1O[C@@H](O[C@H](C)CC/C=C/C(=O)O)C(O)C[C@H]1O (stereo partly specified)	17	1	-8	-6	2	-9	-8	2
O=C(O)/C=C/C(=O)NCCc1cccc(Cl)c1	4	1	-5	4	2	-13	5	1
CCOC(=O)c1cc(-c2ccccc2)nc2c1c(C)nn2-c1ccccn1	-419	0	-3	16	-1	-13	8	1
Cc1cccc(C(=O)OCN2C(=O)c3ccccc3C2=O)c1[N+](=O)[O-]	3	1	-2	6	1	-9	-15	-3
COc1ccccc1CNC(=O)[C@H](C)NC(=O)C1CCN(C(=O)[C@@H](N)Cc2ccccc2)CC1	18	1	-7	-10	-4	-19	5	3
CN(C)c1ccc(C(=O)NN2C(=O)c3ccccc3C2=O)cc1	6	-18	-3	-12	7	-5	-8	-1
COc1ccccc1NC(=S)N1CCC(c2nc3cc(C)c(C)cc3[nH]2)CC1	2	1	1	-10	-5	-14	-2	5

3 of the entries above in order of the SENP1 FRET inh value, largest number first.
canonical_smiles	SENP1 FRET inh	HKDC1 inh	SENP7 block	SENP6 inh	PfG6PD inh
CC1O[C@@H](O[C@H](C)CC/C=C/C(=O)O)C(O)C[C@H]1O (stereo partly specified)	1	-8	2	-9	-8
O=C(O)C1CC(=O)N(CCc2c[nH]c3ccccc23)C1 (stereo unspecified)	-2	-4	1	1	0
CCOc1ccc(S(=O)(=O)NCCC(=O)NCC(c2ccc(OC)cc2)N2CCCC2)cc1 (stereo unspecified)	-9	-1	-1	-2	-1

Carrying on:
structure	SENP8 block-1	SENP1 FRET inh	HKDC1 inh	Apaf1 inhib	SENP7 block	SENP6 inh	PfG6PD inh	SENP8 block-2
O=C(O)CC(Cn1[nH]nnc1=S)c1ccccc1 (stereo unspecified)	15	1	5	2	4	2	23	4
Cc1ccc(NC(=O)c2ccc(Cl)c(N3C(=O)CCC3=O)c2)cc1	-6	1	0	3	-5	-8	18	12
Cc1c(CN2CCCC(C(=O)c3cccc(OC(C)C)c3)C2)c(=O)n(-c2ccccc2)n1C (stereo unspecified)	0	2	13	-3	-1	1	-22	0
O=C(CSc1nnnn1-c1ccccc1)c1ccco1	11	3	-13	4	13	-1	6	3
Cc1cc(Oc2ccc([N+](=O)[O-])cc2)nc(N2CCOCC2)n1	19	4	-6	-18	4	-12	46	-3
C=CCNC(=O)COc1coc(CN2CCN(C(=O)c3ccco3)CC2)cc1=O	2	2	-5	-3	-4	-1	4	17
O=C(Cn1cc(C(=O)c2ccco2)c2ccccc21)NC1CCCCC1	-105	-1	-3	-10	2	12	9	6
COc1ccc(NC(=S)NCc2cccn2C)cc1	8	1	-6	-14	9	5	11	6
Cc1cccc(Nc2nc(N)c([N+](=O)[O-])c(NCc3ccco3)n2)c1	18	1	2	11	5	-11	31	-1
O=C(CCNC(=O)c1ccccc1Cl)NCC12CC3CC(CC(C3)C1)C2	10	0	-7	12	10	8	-7	2
Cc1ccc(C(=O)C2=C(O)C(=O)N(Cc3cccnc3)C2c2cccc([N+](=O)[O-])c2)o1 (stereo unspecified)	18	0	2	-5	10	6	-22	-4
CCCCN(C)CCCNC(=O)Cn1c(=O)sc2ccccc21	7	3	-8	3	10	-7	-8	2
Cc1cc(/C=N/NC(=O)c2ccccc2F)c(C)n1-c1ccccc1	-21	-5	9	-13	-2	24	7	9
CS(=O)(=O)c1ccc(C(=O)NCc2ccc(F)cc2)cc1	6	1	4	-8	1	5	3	2
CC(C(=O)N1CCCc2c1c(=O)oc1ccc(O)cc21)N1CCc2ccccc2C1 (stereo unspecified)	-48	-7	5	9	14	-3	-10	1
COc1ccc(N2CCN(c3cc(C)c4cccc(C)c4n3)CC2)cc1	-347	1	-2	9	-5	-8	25	-13
COC(=O)CN1C(=S)N(c2ccc(OC)cc2)C(=O)/C1=C/c1ccc(N2CCOCC2)cc1	35	-27	-5	x	x	x	-1	x
Cc1cc2nc3c(c(C(F)(F)F)n2n1)CCCC3	1	2	14	1	-3	-33	-17	-4
CCCCn1c(=O)c2c(c3ccccc31)OCC(=O)N2	x	x	x	13	-9	-14	x	-2
CC1=C(C(=O)OC(C)(C)C)C(c2ccc3ccccc3c2)NC(=O)N1C (stereo unspecified)	2	0	9	15	0	3	7	5

structure	SENP8 block-1	SENP1 FRET inh	HKDC1 inh	Apaf1 inhib	SENP7 block	SENP6 inh	PfG6PD inh	SENP8 block-2
Cn1nnnc1SCC(=O)c1c(N)n(C2CC2)c(=O)[nH]c1=O	14	2	-8	-10	1	-3	-4	2
Cc1cccc(-c2nc3c(c(SCC(=O)N(C)C)n2)CCCC3)c1	13	1	-3	13	-2	-11	-5	4
CCN(CC)S(=O)(=O)c1ccc(N2CCOCC2)c(NCC(=O)Nc2ccc(F)cc2)c1	3	1	-7	-1	0	8	-10	2
Cc1cc2c3c(ccc(C)c3n1)N=CN2c1ccccc1	-424	-15	-6	-4	-8	-6	12	-10
CCN=C1S/C(=C\c2sccc2C)C(=O)N1CC	11	-3	-5	3	4	7	14	-5
CCN1CCN(Cc2ccc(NC(=O)c3ccc(C)c(NC(=O)c4nccn4C)c3)cc2C(F)(F)F)CC1	6	1	-7	4	4	6	5	4
Cc1nn(Cc2ccccc2)c2c1C(c1cccnc1)C(C#N)=C(N)O2 (stereo unspecified)	29	2	0	2	4	-2	-7	7
O=[N+]([O-])c1ccc(NCCNc2ccc([N+](=O)[O-])cc2)cc1	33	-7	-10	x	x	x	-3	x
Cc1ccc(NS(=O)(=O)c2cccc(C(=O)NCCc3c[nH]c4ccccc34)c2)c(C)c1	-5	-2	-2	-4	0	-9	29	0
Cc1ccc2nc(SCC(=O)N3CCC(C)CC3)nc(=O)n2c1	-107	-1	0	15	-5	-3	-22	-6
COc1ccc(C)cc1Nc1n[n+](-c2ccccc2)c(-c2c(OC)ccc3ccccc23)s1	-5	-3	9	36	-6	-6	115*	-4
O=c1c2c3c(sc2nc(N2CCNCC2)n1CCc1ccccc1)CCCCC3	10	-1	-4	-11	3	6	-6	-6
O=C(COC(=O)C1CCC1)NCCc1ccc(Cl)cc1Cl	4	2	-2	17	-12	0	11	-10
Cc1ccc(C)c(Nc2cc(C)nc3ncnn23)c1	10	1	-5	-14	0	-3	-3	0
CCNC(=O)CCc1nc(-c2ccc(C(C)(C)C)cc2)no1	17	0	-1	12	-8	-10	-4	-17
CSCCC(NC(=O)c1ccc(Cl)cc1)C(=O)OCC(=O)Nc1cc(Cl)ccc1C#N (stereo unspecified)	2	2	-8	9	-2	-2	5	-9
CCOC(=O)N1CCN(c2c(NCc3ccc(N(C)C)cc3)c(=O)c2=O)CC1	16	0	-1	2	12	6	18	-2
O=C(COc1ccccc1)Nc1c2c(nn1-c1ccccc1)CS(=O)(=O)C2	7	0	-4	-9	3	-2	-5	-5
Cc1ccc(S(=O)(=O)N2CCOCC2)cc1C(=O)OCC(=O)N1CCCC1=O	18	0	-2	-1	0	-1	0	7

Bioassay records as filed in PubChem.
